BAZ2B inh = blocks human BAZ2B; AID 504333; actives 4.4% (n = 360,000); Potency, µM (doses to about 114 µM), for the others: at the highest dose activity change, negative = inhibition, most hits filed as inhibitors; AlphaScreen BAZ2B-H3K14Ac peptide displacement; note: % is set by controls: 0 for no effect and ±100 for the full control effect; nearly all actives have a fitted effect of over 60% in size
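Inhibition is scored as reduced AlphaScreen emission. The BAZ2B/b-H3(5-23)K14Ac complex (50 nM each) in PBS pH 7.4, 0.01% Tween-20 meets compound (up to 110 uM) for 30 min at RT before bead addition.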
Pin1 inh = inhibitors of human Pin1; Pin1 FP peptide displacement, HiFluor488, 10 min; Potency, µM (highest dose often 115 µM), inactives show top-dose activity, negative = inhibition, most hits filed as inhibitors; actives 0.009% (n = 390,000); active = well fitted inhibition curve with a large enough effect in the polarisation, with a control signal flat, not every such curve was filed as active; inconclusive = small, poorly fitted or top-dose-only effect, or effect the other way, or a change in a side signal; inactive = no such curve, though single readings can be large or run the other way; the % refers to the polarisation; note: % is set by controls: 0 for no effect and ±100 for the full control effect
Target sequence (Q13526 whole entry, looked up): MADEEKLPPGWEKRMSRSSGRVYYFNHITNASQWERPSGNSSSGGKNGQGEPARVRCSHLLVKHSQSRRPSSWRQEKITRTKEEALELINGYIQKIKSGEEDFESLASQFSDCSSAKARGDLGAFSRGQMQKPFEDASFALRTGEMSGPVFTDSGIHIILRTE
POLI inh = blocks human DNA polymerase iota activity | Q9UNA4 | Pol iota fluorescent replication assay, 10 min | Potency, µM (highest dose often 115 µM), for inactives: top-dose activity, negative = inhibition, most hits filed as inhibitors | actives 1% (n = 390,000) | AID 588590
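Fluorescent replication assay read twice, at 0 min and 10 min after adding 50 nM (final) substrate. Enzyme (10 nM) and compounds were first incubated 15 min at room temperature; enzyme-free buffer wells were negative controls.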
HP1b chromo inh = inhibitors of HP1-beta chromodomain binding to methylated histone tails. P83916. Potency, µM (top dose mostly 114 µM), without a hit: top-dose activity change, negative = inhibition, usual class: inhibitors. actives 0.56% (n = 390,000). AlphaScreen HP1-beta / biotin-H3K9me3 peptide binding; note: nearly all actives have a fitted effect of over 70% in size; inactives centre near 23
Target sequence (P83916 whole entry, looked up): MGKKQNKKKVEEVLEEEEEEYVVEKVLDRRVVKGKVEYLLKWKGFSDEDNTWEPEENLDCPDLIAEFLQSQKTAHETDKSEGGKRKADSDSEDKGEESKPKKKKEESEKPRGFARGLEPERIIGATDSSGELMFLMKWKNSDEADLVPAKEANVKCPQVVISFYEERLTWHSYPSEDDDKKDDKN
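Compound inhibition of the preformed complex between 50 nM HP1-beta and 50 nM biotinylated H3K9me3 peptide was read by AlphaScreen. Buffer was PBS pH 7.4 with 0.01% Tween-20. Incubations ran 30 min at room temperature, with 10 ug/mL donor/acceptor beads.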
BLM helicase inh = Bloom syndrome helicase (human) inhibition. recombinant BLM DNA unwinding, fluorescence dequenching. Potency, µM (highest dose often 56.1 µM), inactives show at the highest dose activity change, negative = inhibition, usual class: inhibitors. actives 0.2% (n = 350,000). AID 2528;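 note: plate controls were vehicle for no effect and no enzyme for full effect; nearly all actives have a fitted effect of over 35% in size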
JMJD2A Tudor inh = inhibitors of human JMJD2A Tudor domain; AID 504339; Potency, µM (series often up to 114 µM), for the others: at the top dose activity change, negative = inhibition, most hits filed as inhibitors; actives 4.4% (n = 390,000); O75164; AlphaScreen JMJD2A-Tudor / H3K4me3 peptide binding; note: % is set by controls: 0 for no effect and ±100 for the full control effect; nearly all actives have a fitted effect of over 50% in size
GLS inh = glutaminase GLS (human) inhibition | AID 624170 | GLS enzymatic activity, qHTS titration | actives 0.21% (n = 410,000) | Potency, µM (top dose mostly 45.5 µM), inactives show at the highest dose activity change, negative = inhibition, hits mostly inhibitors; note: % is set by controls: 0 for no effect and ±100 for the full control effect
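Read-out is an Amplex red fluorescence increase coupled through glutamate oxidase and HRP, measured before and after 30 min room-temperature incubation. hKGA is in 45 mM KH2PO4 (pH 8.2) with 0.02% Tween-20; glutamine added as 1mM solution.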
G9a inh = blocks human histone lysine methyltransferase G9a. G9a H3K9 monomethylation, AlphaScreen, 2 h. Potency, µM (doses to about 102 µM), inactives show at the top dose activity, negative = inhibition, most hits filed as inhibitors. actives 8.8% (n = 350,000). AID 504332; note: % is set by controls: 0 for no effect and ±100 for the full control effect; nearly all actives have a fitted effect of over 75% in size
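Compounds were preincubated with 20 nM G9a for 15 min, after which biotinylated H3K9 peptide (500 nM) and SAM (20 uM) started a 2 h room-temperature reaction. Monomethylated product was quantified by antibody-based AlphaScreen chemiluminescence.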
PGK inhibitor = inhibitors of T. brucei phosphoglycerate kinase; Potency, µM (top dose mostly 57.5 µM), without a hit: at the top dose activity change, negative = inhibition, usual class: inhibitors; P07378; actives 0.043% (n = 380,000); PGK/GAPDH coupled, Kinase-Glo luminescence, 60 min; AID 602233; note: % is set by controls: 0 for no effect and ±100 for the full control effect; nearly all actives have a fitted effect of over 60% in size
Target sequence (P07378 whole entry, looked up): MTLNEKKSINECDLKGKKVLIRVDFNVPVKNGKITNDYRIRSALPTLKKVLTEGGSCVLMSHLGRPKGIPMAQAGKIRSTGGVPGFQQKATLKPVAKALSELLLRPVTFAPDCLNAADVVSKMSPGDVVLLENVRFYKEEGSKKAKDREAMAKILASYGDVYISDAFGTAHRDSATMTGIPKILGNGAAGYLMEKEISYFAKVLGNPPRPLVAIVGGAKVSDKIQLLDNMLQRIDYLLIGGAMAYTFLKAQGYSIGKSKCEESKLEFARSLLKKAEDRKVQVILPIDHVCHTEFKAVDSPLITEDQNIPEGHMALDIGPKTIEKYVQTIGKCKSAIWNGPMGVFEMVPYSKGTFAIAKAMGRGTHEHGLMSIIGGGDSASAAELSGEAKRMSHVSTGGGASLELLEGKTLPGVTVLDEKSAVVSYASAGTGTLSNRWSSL
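Recombinant glycosomal PGK reaction used 1,3-bisphosphoglycerate generated in-well by GAPDH (100nM final) in 100mM TEA pH 7.6, 5mM MgCl2, 0.01% Tween-20. After 60 minutes at room temperature, ATP was read by Kinase-Glo Plus luminescence end-point.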
* hit, by the source's call; i = inactive; ? = inconclusive; . = not tested or not shown; & = joins results of further samples; [ ] = another dose, or the depositor's remark. Unless noted, calls come from the whole dose curve; as a rule, active = well fitted curve in the direction sought with a large enough effect; inconclusive = small, poorly fitted or top-dose-only effect, or another doubt; inactive = no such curve, though single readings can be large; an effect the other way counts as inactive or inconclusive. Potency is the fitted concentration of half-maximal effect. The list is partial (hit frequency here may not be typical).

cpd	Compound	BAZ2B inh	Pin1 inh	POLI inh	HP1b chromo inh	BLM helicase inh	JMJD2A Tudor inh	GLS inh	G9a inh	PGK inhibitor
1	COc1ccccc1N1CCN(C(=O)Cn2ncc3c(=O)oc4ccccc4c32)CC1	.	-1%	12%	36%	-2%	-10%	1%	-3%[59 µM]	-6%
2	O=C1c2ccccc2C(=O)C1(CO)c1ccccc1	-21%	5%	56%[activator]	-1%	-10%	-24%	-12%	45µM*	-5%
3	Cc1cc(O)c2c(c1)C(=O)[C@@]13Oc4c5c(c(O)c6c(O)cc(C)cc46)C(=O)C[C@H](O)[C@H]5[C@@H]1[C@@H](O)CC(=O)C3=C2O	.	?	?	-20%	.	16µM*	?	.	10%
4	NC(=O)CN(C/C=C/c1ccccc1)C/C=C/c1ccccc1	?	-6%	-4%	?	-3%	20µM*	21%	.	-9%
5	CCc1ccccc1S(=O)(=O)Cc1ccc(C(=O)N2CCN(c3ccccc3OC)CC2)o1	-34%	-3%	5%	3%	1%	-33%	5%	-42%	11%
6	CCOc1ccc(-n2c(C)cc(C(=O)CCl)c2C)cc1	-22%	-3%	33%[activator]	?	-4%	?	1%	45µM*	-6%
7	CCOc1ccc(C(=S)N2CCCC2)c(OCC)c1	-20%	-1%	100%[activator]	-21%	-1%	-23%	19%	10µM*	4%
8	O=C(CCN1CCCCO1)N1CCCC(Nc2ccc(F)cc2)C1 (stereo unspecified)	-2%	-4%	38%[activator]	39%	-4%	-3%	20%	-20%	-1%
9	O=C1O/C(=C\C(=O)N2CCOCC2)c2ccccc21	-20%	0%	9%	24%	0%	5%	5%	-8%[59 µM]	-5%
10	Cc1ccc2c(c1)CCCN2C(=O)c1ccncc1	-5%	0%	-17%	3%	3%	14%	-3%	-24%[59 µM]	-5%
11	CCOC(=O)c1c(C)[nH]c(N=Nc2ccc(C)cc2)c1C	45µM*	-11%	-8%	?	-9%	40µM*	16%	?	.
12	CCCCN(C(=O)CSc1nc2ccccc2n1CC)C1CCS(=O)(=O)C1 (stereo unspecified)	7%	-2%	4%	32%	.	-4%	-11%	-2%[59 µM]	i
13	COc1ccc(CCC(=O)N2CCN(c3ccccc3)CC2)cc1OC	0%	0%	-7%	25%	-4%	-14%	18%	-11%	5%
14	CCOc1c(Cl)cc(/C=N/NC(N)=S)cc1OC	-11%	10%	?	15%	-1%	-5%	-5%	3%[59 µM]	i
15	CCC(=O)N1CCc2cc(S(=O)(=O)NCCC(=O)Nc3cccc(SC)c3)ccc21	.	?	3%	80%[activator]	-1%	5%	-5%	16%[59 µM]	-6%
16	O=S(=O)(NCc1ccccc1)NCc1cccc(C(F)(F)F)c1	-13%	3%	36%	23%	0%	-5%	1%	4%	-5%
17	Cc1csc(NC(=O)CSc2nnc(Cn3c(=O)sc4ccccc43)n2-c2ccccc2)n1	7%	4%	22%	44%[activator]	-2%	-13%	2%	?	7%
18	Cc1cccc(CC(=O)Nc2cccnc2)c1	-18%	-3%	11%	29%	-2%	-5%	5%	37%	6%
19	Cc1nc(C(=O)NCc2ccccc2)sc1C1(C)CC(c2cccnc2)=NO1 (stereo unspecified)	3%	-2%	47%[activator]	10%	-2%	-17%	2%	5%[12.7 µM]	-13%
20	O=C(NCC1CCCO1)C(C(=O)c1ccc(F)cc1)n1ccccc1=O (stereo unspecified)	64%[activator]	-6%	12%	24%	-7%	?	-5%	-2%	i
21	CCCc1cc(=O)[nH]c(SCC(=O)Nc2ccc(Cl)c(S(=O)(=O)N3CCOCC3)c2)n1	12%	5%	26%	41%[activator]	.	-8%	-1%	-19%[59 µM]	-9%
22	Cc1ccc2c(c1)N(CCC(=O)NCCCOC(C)C)C(=O)C(C)O2 (stereo unspecified)	-2%	3%	7%	27%	-3%	1%	-2%	5%[2.33 µM]	i
23	CCc1ccc(C2c3[nH]c4ccccc4c3CCN2C(=O)CN2CCN(CC)CC2)cc1 (stereo unspecified)	-35%	0%	0%	?	-1%	?	-1%	?	-2%
24	O=C(CCCNC(=O)c1ccc(Cl)cc1)Nc1ncccc1O	?	-14%	31%[activator]	21%	1%	-18%	16%	16%	4%
25	COc1ccc(NC(=O)C2=C(C)Nc3c(C(=O)Nc4ccc(C)cc4)cnn3C2c2cc(OC)ccc2OC)cc1 (stereo unspecified)	3%[57.1 µM]	14%	10%	-3%	-9%	-29%	9%	-44%[59 µM]	-7%
26	O=C(CCC(=O)Nc1ccccc1)NNC(=O)c1ccccc1Cl	1%	-3%	16%	60%[activator]	-1%	-2%	-8%	-3%	7%
27	O=C(CSCc1cc(=O)n2ccsc2n1)Nc1ccccc1	-11%	3%	61%[activator]	34%[activator]	-1%	-6%	2%	6%	-4%
28	CCCc1n[nH]c2c1/C(=N\O)CCC2	-2%	-4%	3%	35%	0%	-12%	21%	-2%[12.7 µM]	-4%
29	Cc1ccc(CNc2oc(-c3ccc(COc4ccc(C)cc4)o3)nc2C#N)cc1	?	28%	20%	-9%	-8%	-34%	2%	?	-8%
30	Nc1c(S(=O)(=O)c2ccccc2)csc1C(=O)O	-14%	0%	-19%	49%[activator]	0%	-2%[11.4 µM]	11%	-8%	-9%

Rewritten field by field: entries from further up.
18. Cc1cccc(CC(=O)Nc2cccnc2)c1
  BAZ2B inh: -18%; Pin1 inh: -3%; POLI inh: 11%; HP1b chromo inh: 29%; BLM helicase inh: -2%; JMJD2A Tudor inh: -5%; GLS inh: 5%; G9a inh: 37%; PGK inhibitor: 6%
19. Cc1nc(C(=O)NCc2ccccc2)sc1C1(C)CC(c2cccnc2)=NO1 (stereo unspecified)
  BAZ2B inh: 3%; Pin1 inh: -2%; POLI inh: 47%[activator]; HP1b chromo inh: 10%; BLM helicase inh: -2%; JMJD2A Tudor inh: -17%; GLS inh: 2%; G9a inh: 5%[12.7 µM]; PGK inhibitor: -13%

Later entries.
cpd	Compound	BAZ2B inh	Pin1 inh	POLI inh	HP1b chromo inh	BLM helicase inh	JMJD2A Tudor inh	GLS inh	G9a inh	PGK inhibitor
31	O=C(CSC1=NS(=O)(=O)c2ccccc21)Nc1ccccc1	?	2%	-16%	31%	0%	-15%	3%	7.9µM*	-7%
32	CCOC(=O)N1CCN(C(=O)c2ccc3c(=O)n(CCc4ccccc4)c(=O)[nH]c3c2)CC1	-2%	-10%	1%	35%	-3%	-15%[57.1 µM]	-1%	-1%[59 µM]	-4%
33	CC(=O)c1ccc(NC(=O)CCCCCn2nnc3ccccc3c2=O)cc1	6%	-3%	-21%	33%	-1%	13%	-8%	13%	-6%
34	O=C(COC(=O)/C=C/c1ccc(C(F)(F)F)cc1)NC(=O)NCc1ccco1	-3%	2%	2%	2%	.	-11%	11%	-7%[12.7 µM]	-3%
35	CCOC(=O)c1c(C)oc2ncnc(N3CCN(c4ccc(C)cc4C)CC3)c12	-13%	-10%	30%	30%	-7%	-4%	-2%	1%[59 µM]	-5%
36	COc1ccc(N(C(=O)c2ccccc2F)S(=O)(=O)c2ccc3c(c2)n(C)c(=O)n3C)cc1	-3%	-16%	?	28%	-5%	-15%	0%	-1%[59 µM]	.
37	Cc1ccc(NC(=S)N(CCN(C)C)C(C)c2ccco2)c(C)c1 (stereo unspecified)	-3%	-7%	-11%	18%	-2%	-19%	-1%	0%[12.7 µM]	-4%
38	COc1ccc(C(O)(C(=O)NNc2ccc(C)cc2)c2cccs2)cc1 (stereo unspecified)	-6%	-1%	?	31%	-1%	-19%	11%	6%[2.33 µM]	-6%
39	COc1ccc(CCn2c(-c3cccc([N+](=O)[O-])c3)nc3nc4ccccc4nc32)cc1	.	-6%	39%[activator]	19%	.	-15%[11.4 µM]	-4%	.	-11%
40	Cc1cc(C)n2nc(SCC(=O)Nc3cccc(C(F)(F)F)c3)nc2n1	1%	5%	0%	24%	-2%	-8%	-4%	-1%[59 µM]	-1%
41	O=S(=O)(NCCNS(=O)(=O)c1c(F)cccc1F)c1ccc2c(c1)OCCO2	.	-5%&7%	8%	33%[activator]	.	-4%&-24%	-10%	.	-1%
42	Cc1cc(C)nc(NC(=O)c2csnn2)c1	-5%	-3%	15%	45%[activator]	-2%	-1%	-15%	-23%	-6%
43	COc1cc2cc(C(=O)N/N=C/c3ccc(F)cc3)[nH]c2cc1OC	-4%	0%	?	46%[activator]	-16%	-10%	1%	-9%	-10%
44	Cc1c(F)cccc1NS(=O)(=O)c1ccc(OCCNS(C)(=O)=O)cc1	4%	4%	49%[activator]	23%	1%	-1%	2%	-13%	-1%
45	CCCC(=O)Nc1ccc(C(=O)NNC(=O)c2cccc([N+](=O)[O-])c2)cc1	-30%	-1%	82%[activator]	60%[activator]	-8%	7%[11.4 µM]	-1%	-34%	i
46	Cc1ccc(S(=O)(=O)N2CCN(C(=O)C3CCCC3)CC2)cc1C	7%	-3%	23%	-28%	-1%	5%	-13%	-7%	-2%
47	N#Cc1c(-c2cccc([N+](=O)[O-])c2)nc2n(c1=O)CCS2	-3%	-9%	133%[activator]	1%	-2%	-9%	-2%	-13%	11%
48	COc1cc2c(cc1/C=C/C(=O)O)OC(C)C2 (stereo unspecified)	-16%	-5%	35%[activator]	31%	0%	-10%	0%	-17%	-10%
49	O=C(C1CCCCC1)N1CCN(S(=O)(=O)c2ccc(Cl)cc2)CC1	6%	-4%	-15%	-10%	-2%	-12%[11.4 µM]	-4%	5%	-3%
50	Cc1cccc(OCC(=O)Nc2ccccc2C(=O)OCc2cc(=O)n3nc(C)sc3n2)c1	-3%	0%	1%	0%	-3%	-18%	-8%	-3%[59 µM]	1%
51	Cc1cccc(CNC(=O)c2ccc(N3Cc4ccccc4Oc4ncccc43)s2)c1	5%	59%[activator]	-3%	31%	-8%	9%	2%	-5%[59 µM]	-1%

Screening data (PubChem BioAssay)
